# LYP phosphatase: PTPN22 lymphoid phosphatase activity blockers – biochemical, fluorescence intensity, uHTS (AID 1779). hit rate 0.054% among 290,000. recombinant LYP phosphatase, fluorescence intensity; higher % means a stronger effect. one-dose inhibition, % at 11.5 µM; IC50 in µM for titrated hits; in the data active means inhibition above about 50%;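 further: plate controls were vehicle with enzyme for no effect and no enzyme for full effect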
# * hit, by the source's call.
smiles	LYP phosphatase
C/C(COc1ccccc1)=N\NC(=O)c1nnn(-c2nonc2N)c1CSc1ccccc1	0%
COCCN=C1N[C@@H](c2ccccc2)C(C(=O)OC)=C(C)N1Cc1ccccc1	-10%
O=C(Nc1nccs1)c1cccc(S(=O)(=O)N2CCCC2)c1	-6%
CC(C)[C@H](NC(=O)OC(C)(C)C)C(=O)NCC1CCC(C(=O)N[C@@H](Cc2ccccc2)C(=O)O)CC1 (some centres not stated)	-11%
Cc1ccc(CC2C(=O)N(c3ccccc3)C(=O)C2C)cc1 (configuration not stated)	-10%
Clc1ccc(-c2cc(CN3CCOCC3)no2)cc1	-5%
CCN(c1ccccc1)S(=O)(=O)c1ccc(C(=O)N(C)CCc2ccc(OC)c(OC)c2)cc1	-10%
CC(=O)c1cc2c(cc1NC(=O)c1ccc(C)cc1)OCCO2	-7%
COc1cccc(O)c1CN1CCC(n2nccc2NC(=O)c2ccc3c(c2)OCO3)CC1	-8%
CN(Cc1cccc(Cl)c1Cl)CC(O)COc1ccccc1 (configuration not stated)	-5%
COc1ccc(C(=O)Nn2c(CC(C)C)nc3cc(Cl)ccc3c2=O)c(OC)c1	-12%
CCOCc1nnc(NC(=O)C2CC(=O)N(C3CCCC3)C2)s1 (configuration not stated)	-6%
COc1ccc(CCN2CCCC(CN(C)C(=O)c3ccoc3C)C2)cc1 (configuration not stated)	-7%
CCCNC(=O)/C(C#N)=C1\N=C(NC(=O)c2cccs2)c2ccccc21	-9%
COc1ccc(NC(=O)CNC(c2ccccc2)c2ccccc2)cc1Cl	1%
Cc1cccc(N(C(=O)c2csnn2)C(C(=O)NC2CCCC2)c2ccncc2)c1 (configuration not stated)	-4%
CC(=O)NC(Cc1ccc(F)cc1)C(=O)NC1CCN(S(=O)(=O)c2ccccc2)CC1 (configuration not stated)	-6%
COCc1cc(C)nc(SCC(=O)NCC2CCCO2)c1C#N (configuration not stated)	-1%
COC(=O)CNC(=O)C1CC(=O)N(CCc2ccc(F)cc2)C1 (configuration not stated)	-10%
O=C(Cc1ccccc1)c1ccccc1C(=O)N1CCCCC1	-6%

smiles	LYP phosphatase
COc1ccc(C(=O)O)cc1NCc1ccc(C)s1	-9%
Cc1ccc(C)c(C2C(=O)c3ccccc3C2=O)c1	-4%
CCCNC(=S)N1CCC(Cc2ccccc2)CC1	3%
CC(C)OCCCNC(=O)c1cc(-c2cccs2)nc2ccccc12	-15%
Cc1cccc(N(C)C(=O)c2cc(S(=O)(=O)N3CCCCC3)c[nH]2)c1	0%
Cc1ccc(NS(=O)(=O)c2ccc(-n3cccn3)cc2)cc1F	-7%
O=C(CCN1C(=O)/C(=C/c2ccccc2Cl)SC1=S)N1CCCC1	-3%
Cc1ccc(N2CCN(C(=O)NC3CCCCC3)CC2)c(C)c1	-5%
COc1ccc(C=O)cc1OC(=O)N1CCOCC1	0%
Cc1cc(C)cc(OCCNC(=O)c2ccc(Br)cc2)c1	-9%
CCOc1ccc(CN2CCC(C(=O)Nc3cccc(-c4ccn[nH]4)c3)CC2)cc1Cl	-11%
O=C1OCc2ccc(NC(=O)c3c(F)cccc3Cl)cc21	-14%
Cn1cccc1CNCC(O)c1ccccc1 (configuration not stated)	-10%
Cc1cccc(N(CC(=O)NC(C)(C)C)C(=O)CCC(=O)Nc2nccs2)c1	-8%
CC(NC(=O)c1ccncc1)c1ccccc1 (configuration not stated)	-8%
Cc1ccc2cc(CCNC(=O)CCCc3ccccc3)c(=O)[nH]c2c1	-10%
CCc1nnc(NC(=O)C23CC4CC(CC(C4)C2)C3)s1	-8%
CC(C)C[C@@H](CSc1ccccc1)N1CCN(C)CCC1=O	1%
CCc1nccn1CCC(=O)N1CCCC(Nc2ccc(C(C)C)cc2)C1 (configuration not stated)	-12%
CCN(Cc1ccc(OC)c(F)c1)C(=O)C1CCCO1 (configuration not stated)	-7%

# Not a retest: an excerpt of the list.
smiles	LYP phosphatase
COc1ccc(C(=O)O)cc1NCc1ccc(C)s1	-9%
Cc1ccc(C)c(C2C(=O)c3ccccc3C2=O)c1	-4%
CCCNC(=S)N1CCC(Cc2ccccc2)CC1	3%
CC(C)OCCCNC(=O)c1cc(-c2cccs2)nc2ccccc12	-15%

# More entries follow.
smiles	LYP phosphatase
Cc1ccc2nc(N(CCN(C)C)C(=O)c3ccc4c(c3)OCCO4)sc2c1	-9%
COc1ccc(S(=O)(=O)N2CCC(C(=O)NC3CCCC3)CC2)cc1OC	-11%
Cc1ccc(CN2CCCN(Cc3c(C)cc(C)cc3C)S2(=O)=O)cc1	-6%
COc1ccccc1S(=O)(=O)Cc1ccc(C(=O)NCCCN2CCN(c3ccc(F)cc3)CC2)o1	-18%
COc1ccc(OC)c(NC(=O)c2ccc(CN3CCc4ccccc4C3)cc2)c1	-4%
Cn1c(N)c(C(C[N+](=O)[O-])c2c(F)cccc2Cl)c(=O)n(C)c1=O (configuration not stated)	-3%
CCCCc1cc(=O)oc2cc(OCC(=O)NCCN3CCOCC3)ccc12	-10%
CCOc1ccc(-n2c(SCC(=O)NC)nnc2-c2ccco2)cc1	-7%
COc1ccccc1C1NC(=O)NC(C)=C1C(=O)OC1CCCC(C)C1 (configuration not stated)	-7%
Cc1ccc2cc(CN(c3cccc(C)c3C)S(=O)(=O)c3ccccc3)c(=O)[nH]c2c1	-2%
CC(C)CNC(=O)c1ccc2c(c1)C(=O)N(Cc1ccco1)C2=O	-6%
CCN(Cc1nc(-c2cccc(C)c2)no1)C(=O)c1ccco1	-6%
CCn1c(COc2ccccc2)nnc1SCC(=O)Nc1ccc(N2CCOCC2)cc1	-8%
S=c1[nH]nc(-c2ccccc2)n1/N=C/c1cccc(Br)c1	-4%
O=C(Cc1ccccc1)NCC(=O)N1CCN(c2ccccc2F)CC1	-7%
C=CCN(C(=O)CN1CCCCC1)c1nc(-c2ccccc2)cs1	-6%
COc1ccccc1NS(=O)(=O)c1cccc(C(=O)NCC(C)(C)N2CCOCC2)c1	-8%
O=C(Nc1nnc(SCCN2CCOCC2)s1)C1CC(=O)N(c2ccc(F)cc2)C1 (configuration not stated)	-3%
COCCNC(=O)c1nn2c(C(F)(F)F)cc(-c3ccccc3)nc2c1Cl	-4%
O=Nc1c(-c2ccccc2)[nH]n(-c2ccccc2)c1=O	3%

smiles	LYP phosphatase
Cc1cccc(NC(=O)C2CC2c2ccccc2)c1C (configuration not stated)	-1%
O=S(=O)(c1ccc(Cl)nc1)N1CCCCC1	-10%
O=C(O)c1ccc(S(=O)(=O)NC2CCCCCC2)cc1	-6%
Cn1c(=O)c(=O)n(C)c2cc(N3CCOCC3)c(NS(=O)(=O)c3ccc([N+](=O)[O-])cc3)cc21	1%
C=Cc1ccc(CN2CCCN(Cc3ccc(F)cc3)S2(=O)=O)cc1	-5%
Cc1cccc(NC(=O)COC(=O)c2ccccn2)c1	-6%
Cc1cccc(C(=O)Nc2nnc(S(=O)(=O)N3CCC(C)CC3)s2)c1	-1%
CC1CC(C)CN(S(=O)(=O)c2ccc(C(=O)N3CC(C)OC(C)C3)cc2)C1 (configuration not stated)	-5%
Cc1ccc(S(=O)(=O)Nc2ccc(C(=O)NCc3ccccn3)cc2)cc1	-8%
COc1ccc(NC(=O)CN2C(=O)CSc3ncccc32)cc1	-4%
O=C(NCCc1ccccc1)C1=CCN(S(=O)(=O)c2ccccc2)CC1	-9%
O=C(N/N=C/c1cc(Br)c(O)c(Br)c1)C1CC1	-4%
O=C(Nc1ccccn1)c1ccc(Br)s1	-16%
O=C(O)Cn1nc(-c2ccc(Cl)cc2)ccc1=O	-3%
CN(C)c1ccc(C2/C(=C(/O)c3ccc(Br)cc3)C(=O)C(=O)N2C)cc1 (configuration not stated)	-2%
CC(=O)c1ccc(Oc2ncnc(N)c2[N+](=O)[O-])cc1	-7%
CCCn1c(=O)c(C(=O)NNC(=O)c2ccccc2Cl)c(O)c2ccccc21	-1%
CC(=O)Nc1ccc(S(=O)(=O)N2CCCN(c3nc(C)cc(C)c3C#N)CC2)cc1	-3%
COc1ccc(NC(=O)CCNC(=O)c2ccco2)cc1S(=O)(=O)N(C)C	-8%
O=C(Nc1cccc(Cl)c1)NC1CCN(C2CCCCC2)C1 (configuration not stated)	-7%

smiles	LYP phosphatase
O=C(CCl)N(C1CCCC1)C1CCS(=O)(=O)C1 (configuration not stated)	-12%
COc1cc(OC)c(CN2CCC(Cc3ccccc3)CC2)cc1Br	-4%
CCCCc1cc(=O)oc2cc(OCC(=O)N[C@@H](Cc3ccccc3)C(=O)O)ccc12	-4%
COCCNC(=O)/C(C#N)=C/c1c(N2CCN(C)CC2)nc2ccccn2c1=O	-35%
C=Cc1ccc2c(c1)OCCOCCOCCOCCOCCO2	-1%
O=C(N/N=C/c1c(O)ccc2ccccc12)c1ccc(Br)o1	-8%
O=C(COc1ccc(Cl)cc1)N1CCN(Cc2ccc3c(c2)OCO3)CC1	-5%
O=C(Nc1ccc(F)cc1)c1ccc(=O)[nH]n1	-2%
CCOC(=O)C1CCCN(S(=O)(=O)c2ccc(-n3cnnn3)c(C)c2)C1 (configuration not stated)	0%
O=C(CN(Cc1ccccc1)S(=O)(=O)c1ccc(F)cc1)NCc1cccnc1	0%
COc1ccc(CCNC(=O)c2oc3ccc(OC)cc3c2C)cc1	-4%
O=C(CCC(=O)N1CCN(Cc2ccccc2)CC1)Nc1nnc(C2CCCCC2)s1	-3%
COc1ccc(CC(=O)Nc2ccc(N(C)C)c3ccccc23)cc1	-12%
O=C(NC1CCOCC1)C1CCC(=O)N(CCc2ccc(Cl)cc2)C1 (configuration not stated)	-4%
COc1ccc(N(CC(=O)Nc2cccc3ccccc23)S(C)(=O)=O)cc1	-7%
Cc1cc(C)c2oc(-c3cccc(N)c3)nc2c1	-9%
CC(=O)N1CCOc2ccc(S(=O)(=O)Nc3ccc(C)cn3)cc21	-6%
COC(=O)c1cc(S(=O)(=O)N2CCN(c3ccccc3OC)CC2)cn1C	-6%
Cc1c(CC(=O)N[C@@H](C)C(=O)O)c(=O)oc2c(C)c3occ(-c4ccccc4)c3cc12	-2%
Cc1nc2c3ccccc3nc(NNC(=O)CCC(=O)N3CCCC(C)C3)n2n1 (configuration not stated)	-8%

smiles	LYP phosphatase
CCCCN(C)CCCN1C(=O)C2C(C(=O)Nc3cccc(OC)c3)C3C=CC2(O3)C1C(=O)NC1CCCCC1C (configuration not stated)	-6%
COc1ccccc1OCC(O)CN1CCOCC1 (configuration not stated)	-17%
Cc1sc2ncn(CC(=O)NCCCC(=O)NCc3ccc(F)cc3)c(=O)c2c1C	-12%
COc1ccc(CCNC(=O)c2c(O)c3ccccc3n(C)c2=O)cc1	-14%
NC(=O)c1nn(Cc2ccccc2)c(=O)c2ccccc12	-2%
COc1ccc(NC(=O)c2cc(C(=O)Nc3ccc(OC)cc3OC)cc([N+](=O)[O-])c2)c(OC)c1	-6%
COc1cccc(NC(=O)CSc2nn3c(=O)c(C)nnc3s2)c1	-14%
CCOc1ccc(NC(=O)C2CCN(S(=O)(=O)c3ccc4c(c3)NC(=O)C(C)S4)CC2)cc1 (configuration not stated)	1%
CC(C)[C@@H](COc1ccccc1)N1CCN(Cc2ccccc2)CCC1=O	-8%
Cc1cccc(C(=O)N2CCCC(N3CCN(c4ccccc4F)CC3)C2)n1 (configuration not stated)	-2%
CN1C(=O)C(=O)/C(=C(/O)c2ccccc2)C1c1ccc([N+](=O)[O-])cc1 (configuration not stated)	-6%
CCCCN(CCCC)CCNC(=O)CN1C(=O)COc2ccc(S(=O)(=O)N3CCOCC3)cc21	-6%
O=C(O)c1ccc(CNC(=O)c2ccc3c(c2)OCCO3)cc1	-8%
CC1Cc2cc(/C(O)=C3/C(=O)C(=O)N(Cc4cccnc4)C3c3cccc(O)c3)ccc2O1 (configuration not stated)	-5%
COc1ccc(CNC(=O)Cn2c(=O)oc3cc(S(=O)(=O)N4CCCC4)ccc32)cc1	-4%
CCCn1c(=S)[nH]c2cc(C(=O)N3CCN(C4CCCCC4)CC3)ccc2c1=O	-14%
CCc1ccc(CNC(=O)CCC(=O)n2ncc3cc(C)ccc32)cc1	-5%
Cc1nnc(SCC(=O)Nc2ccc(Br)cc2)n(N)c1=O	-7%
COc1ccc(Cl)cc1NC(=O)CN(C)CC(=O)Nc1cc(OC)c(OC)c(OC)c1	-8%
Cc1ccccc1NC(=O)C1CCC(=O)N1 (configuration not stated)	-11%

# By substructure, those above with a cyano group
smiles	LYP phosphatase
CCCNC(=O)/C(C#N)=C1\N=C(NC(=O)c2cccs2)c2ccccc21	-9%
COCc1cc(C)nc(SCC(=O)NCC2CCCO2)c1C#N (configuration not stated)	-1%
CC(=O)Nc1ccc(S(=O)(=O)N2CCCN(c3nc(C)cc(C)c3C#N)CC2)cc1	-3%
COCCNC(=O)/C(C#N)=C/c1c(N2CCN(C)CC2)nc2ccccn2c1=O	-35%

# Next entries.
smiles	LYP phosphatase
O=C(CN1CCCC1)Nc1ccc(Br)cc1[N+](=O)[O-]	-10%
C/C(=N/NS(=O)(=O)c1ccc(CC(C)C)cc1)c1ccncc1	-6%
COc1ccc(NS(=O)(=O)c2c(C)n(C)c(=O)n(C)c2=O)cc1	-12%
CN1C(=O)c2ccccc2Sc2ccc(C(=O)O)cc21	3%
COC(=O)c1sc(N2C(=O)C(O)=C(C(=O)c3ccc(C)o3)C2c2ccco2)nc1C (configuration not stated)	0%
COc1cc(CNCc2ccc(C(=O)O)cc2)ccc1OCc1ccc(F)cc1	-8%
COc1ccc(/C=N/NC(=O)c2cc(-c3ccccc3)nc3ccccc23)c(OC)c1	7%
COc1ccccc1OCCSc1nnc(CNC(=O)c2ccco2)n1C	-6%
O=C(CN1C(=O)NC(Cc2c[nH]c3ccccc23)C1=O)NC1CC1 (configuration not stated)	-5%

# This is a subset. The share of hits here may be higher or lower than overall.
